# TCR CD3 inh = inhibitors of human TCR-CD3 interaction, primary screen, biochemical, fluorescence, TAMRA-labeled TCR probe; inhibition, % at 9.4 µM; 0.37% of 360,000 active; AID 651800, 2012; in the data active = inhibition above about 19%;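 note: recombinant mutant TCR 2C K166C tagged with TAMRA read by polarization; 0% = receptor in buffer alone and 100% = receptor with positive control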
# GC-A act = GC-A stimulated cGMP production enhancers – HEK293 GC-A cells, cGMP TR-FRET, EC30 ANP, primary screen. Atrial natriuretic peptide receptor 1 (Homo sapiens), P16066. activation, % at 10 µM. 0.14% of 370,000 active. 0% at EC30 ANP, 100% saturating ANP; in the data active = activation above about 40%
# UHRF1 binding = UHRF1 methylated DNA binding inhibitors, primary screen, counter-screen for MBD2 inhibitor project, biochemical, TR-FRET, human UHRF1, single concentration; E3 ubiquitin-protein ligase UHRF1 (Homo sapiens), Q96T88; UHRF1 binding to methylated oligo; inhibition, % at 4.4 µM; 0.75% of 370,000 active; AID 687016, 2013; in the data active = inhibition above about 21%;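 note: UHRF1 SRA domain binding a hemimethylated CpG hairpin DNA probe; 0% = median of test compound wells and 100% = reference inhibitor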
# Target sequence (Q96T88 whole entry, looked up, the tested form may be a part): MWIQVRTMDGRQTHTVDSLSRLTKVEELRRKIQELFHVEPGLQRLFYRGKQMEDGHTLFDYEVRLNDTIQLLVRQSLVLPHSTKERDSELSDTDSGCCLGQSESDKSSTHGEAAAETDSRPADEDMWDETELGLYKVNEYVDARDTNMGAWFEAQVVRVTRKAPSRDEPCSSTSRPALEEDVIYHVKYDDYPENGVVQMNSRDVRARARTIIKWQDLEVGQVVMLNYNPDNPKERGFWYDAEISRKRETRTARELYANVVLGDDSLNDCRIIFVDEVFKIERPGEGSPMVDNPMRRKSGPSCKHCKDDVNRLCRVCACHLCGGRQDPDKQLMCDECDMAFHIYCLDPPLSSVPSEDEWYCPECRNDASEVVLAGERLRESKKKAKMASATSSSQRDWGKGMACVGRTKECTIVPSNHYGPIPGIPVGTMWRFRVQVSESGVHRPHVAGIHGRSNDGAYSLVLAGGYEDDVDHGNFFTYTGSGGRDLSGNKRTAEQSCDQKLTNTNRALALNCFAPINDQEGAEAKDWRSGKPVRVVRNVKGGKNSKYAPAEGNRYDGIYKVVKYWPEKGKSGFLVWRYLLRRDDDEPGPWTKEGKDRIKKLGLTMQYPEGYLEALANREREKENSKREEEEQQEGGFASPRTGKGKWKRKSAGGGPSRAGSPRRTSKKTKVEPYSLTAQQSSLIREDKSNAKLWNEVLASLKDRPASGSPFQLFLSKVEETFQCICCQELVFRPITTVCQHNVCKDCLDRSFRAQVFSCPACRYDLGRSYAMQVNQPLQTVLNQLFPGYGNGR
# HTRA1 inh = HTRA1 serine protease inhibitors, primary screen, biochemical, fluorescence polarization, HTS. 0.5% of 340,000 active. inhibition, % at 5.96 µM. AID 504803, 2011. recombinant HTRA1, FP-rhodamine activity-based probe; in the data active = inhibition above about 36%;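 note: 0% = enzyme with DMSO and 100% = wells lacking enzyme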
# rCAG binder = binders of r(CAG) RNA repeats, primary screen, biochemical, fluorescence; r(CAG) RNA repeat, TO-PRO-1 dye displacement fluorescence; AID 651821, 2012; inhibition, % at 3 µM; 1.3% of 370,000 active;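 active = inhibition above the plate cutoff, the mean of all test compounds on that plate plus 3 SD, cut at about 35% in these data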;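 note: 0% = DMSO alone and 100% = 100 µM mitoxantrone as full dye displacement; higher means more dye released from RNA so lower well fluorescence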
# SIAE primary = human SIAE inhibitors, primary screen, biochemical, fluorescence polarization, FP-Rh probe, 1536-well HTS; Sialate O-acetylesterase (Homo sapiens), Q9HAT2; SIAE FP-Rh probe binding; inhibition, % at 9.66 µM; 0.69% of 370,000 active; AID 1053197, 2014;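 active = inhibition above a cutoff: mean of compounds within the control limits plus 3 SD of those, cut at about 17% in these data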;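 note: 0% = plate median of compound wells and 100% = probe without SIAE protein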
# mABHD4 FP = ABHD4 inhibitors, primary screen, biochemical, fluorescence polarization, mouse. purified mABHD4, FP-Rh probe fluorescence polarization. inhibition, % at 8.92 µM. 0.54% of 370,000 active. AID 720543, 2013;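 active = inhibition exceeding the mean over every tested compound plus 3 SD, cut at about 30% in these data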;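 note: 0% = plate median of compound wells and 100% = S159A mutant with DMSO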
# Target sequence (Q8VD66 whole entry, looked up): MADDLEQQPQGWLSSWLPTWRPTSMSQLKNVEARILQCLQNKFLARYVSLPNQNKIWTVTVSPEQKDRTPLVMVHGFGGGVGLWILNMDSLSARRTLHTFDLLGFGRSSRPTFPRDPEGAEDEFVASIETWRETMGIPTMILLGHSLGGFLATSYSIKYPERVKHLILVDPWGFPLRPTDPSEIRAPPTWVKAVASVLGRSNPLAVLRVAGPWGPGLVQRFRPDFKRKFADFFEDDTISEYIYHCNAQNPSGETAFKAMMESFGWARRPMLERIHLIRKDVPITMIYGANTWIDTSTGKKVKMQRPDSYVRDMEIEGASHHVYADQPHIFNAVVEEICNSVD
#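 Assay system: mouse ABHD4 enzyme, wild type / Also added: fluorescent activity-based probe FP-Rh / Doses: single nominal dose of 8.92 µM, 0.89% DMSO final / Timing: 45 min compound pre-incubation plus 60 min probe step, 25 °C / Signal: FP readout, ex 525 nm / em 598 nm / Control set: S159A mutant/DMSO as 100%, compound-well median as 0%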
# PRMT1 FP inh = PRMT1 methyltransferase inhibitors, primary screen, biochemical, fluorescence polarization | inhibition, % at 2.79 µM | 1.3% of 370,000 active | recombinant PRMT1, activity-based probe fluorescence polarization | AID 652257, 2013 | Protein arginine N-methyltransferase 1 (Homo sapiens), Q99873;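 active = inhibition above about 21% made by adding two undisclosed values, limit read from the data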
# NPR2 activator = human GC-B receptor activators, primary screen, HEK293 GC-B cells, cGMP TR-FRET, EC30 CNP. Atrial natriuretic peptide receptor 2 (Homo sapiens), P20594. 0% at EC30 CNP, 100% saturating CNP. activation, % at 10 µM. 0.11% of 370,000 active. AID 1920062, 2024;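 active = activation at 10 µM reaching about 35% in either raw or pattern-adjusted values, limit read from the data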
# MBD2 inh = inhibitors of MBD2 binding to methylated DNA, primary screen, biochemical, TR-FRET, DNA-binding domain, human; Methyl-CpG-binding domain protein 2 (Homo sapiens), Q9UBB5; MBD2 binding to methylated oligonucleotide; inhibition, % at 4.4 µM; 0.31% of 370,000 active; in the data active = inhibition above about 13%
# An asterisk follows results filed as active; x = not tested or not shown. Only part of the results is shown; rates above refer to the full screens.
SMILES,TCR CD3 inh,GC-A act,UHRF1 binding,HTRA1 inh,rCAG binder,SIAE primary,mABHD4 FP,PRMT1 FP inh,NPR2 activator,MBD2 inh
O=C(NCc1cccc(C(F)(F)F)c1)c1ccc[nH]1,-4,5,2,8,0,-4,-2,-3,0,3
Cc1cc(CN(C)C(=O)CC2C(=O)NCCN2CC(c2ccccc2)c2ccccc2)on1 (stereo not given),0,-8,1,13,0,-3,2,4,-1,3
COc1ccc2oc(=O)c(C(=O)N3CCN(C(=O)c4ccco4)CC3)cc2c1,3,-1,-3,-1,2,1,-1,0,3,-2
Cc1ccc(NC(=S)N(CCCN2CCCC2)Cc2cccn2Cc2ccc(Cl)cc2)cc1C,7,-24,0,3,-3,-1,6,-4,-13,0
COc1ccc(Cl)cc1NC(=O)Nc1cnccn1,1,-2,-4,-11,0,-1,-6,-3,-6,2
C[C@H](CO)N1C[C@H](C)[C@@H](CN(C)S(=O)(=O)c2ccc(F)cc2)Oc2c(NC(=O)Cc3ccccc3)cccc2C1=O,-3,3,0,-2,2,3,0,1,0,-9
Cc1cc(C(=O)COC(=O)c2cccc(NS(C)(=O)=O)c2)c(C)n1CC1CCCO1 (stereo not given),6,-1,9,-3,9,-3,4,-1,0,-2
CN1CCN(C(=O)/C=C/c2ccc(C#N)cc2)CC1,1,-2,0,0,3,7,3,-1,3,1
O=C(CCn1c(=O)oc2ccc(Cl)cc21)NCCCN1CCOCC1,-4,5,0,1,0,-7,1,3,0,2
CC(C)[C@H](NC(=O)c1ccc(F)cc1)C(=O)N(C)Cc1cccs1,0,-3,-1,-5,1,-2,-2,-2,-10,-4
O=C(NCC(c1ccco1)N1CCN(c2ccccc2)CC1)C1CCCCC1 (stereo not given),-7,1,2,1,-1,-1,1,-3,3,2
N#Cc1ccc(OCc2nnc(SCC(=O)N3CCCc4ccccc43)n2-c2ccccc2)cc1,4,-11,5,-11,-7,2,4,-1,-8,-5
O=C(CSc1nc2ccccc2c(=O)[nH]1)Nc1ccc(Br)cc1,-1,-6,3,-6,0,-4,-3,4,0,1
N#Cc1ccc(-c2cn(-c3ccccc3)c3[n+]2CCCS3)cc1,9,3,1,8,-2,1,0,-2,8,-2
CC(=O)c1sc(Nc2nc3ccc(F)cc3s2)nc1C,1,15,-2,-6,36*,6,22,3,2,-3
Cc1ccc(-n2c(Cc3cccs3)nnc2SCc2ccc(Br)cc2)cc1,x,-23,0,x,2,-1,-9,-1,-19,-3
O=C1CC(N2CCN(Cc3ccccc3)CC2)C(=O)N1c1ccc2c(c1)OCCO2 (stereo not given),0,2,1,0,-8,-3,-1,3,-1,5
CCN1CCN(c2nc3c(C)cccn3c(=O)c2/C=C(\C#N)S(=O)(=O)c2ccccc2)CC1,-1,18,-3,-17,-9,-6,0,17,5,-2
CC(=O)N1CCCc2cc(S(=O)(=O)N3CCCC(C(=O)NCc4ccc(Cl)cc4)C3)ccc21 (stereo not given),7,-2,0,-4,-3,-4,7,0,4,0
CC(C)(O)c1cc2ccccc2c(=O)o1,7,1,-1,1,1,3,5,-2,0,-5
C=CCn1c(N)c(C(=O)NCC2CCCO2)sc1=S (stereo not given),0,1,-1,13,1,7,0,0,2,1
COC(=O)CNC(=S)NC(=O)c1ccc(C(C)(C)C)cc1,6,-10,0,-13,-7,0,-2,1,-2,-1
CCOc1cc(C)c(C(C)C)cc1S(=O)(=O)N1CCN(C)CC1,5,-2,0,3,-9,2,-1,2,1,3
CC1(C)Cc2ccccc2-c2nnc(SCC(=O)N3CCN(c4ccccc4)CC3)n21,0,-6,4,-9,-7,-1,1,0,-3,1
CC(C)(C)NC(=O)CSc1nc2ccc(NC(=O)CSc3nnnn3Cc3ccccc3)cc2s1,1,-1,-2,-47,9,-45,-41,3,1,-6
# Next results:
SMILES,TCR CD3 inh,GC-A act,UHRF1 binding,HTRA1 inh,rCAG binder,SIAE primary,mABHD4 FP,PRMT1 FP inh,NPR2 activator,MBD2 inh
CC(=O)c1c(NC(=O)C(C)C)nc(C)nc1-c1ccccc1,6,3,-2,2,0,-1,0,1,-6,-5
CC(C)COC(=O)N1CCCCC1c1cc(C(=O)Nc2ccc3c(c2)OCO3)no1 (stereo not given),8,-1,0,x,5,0,-2,0,0,-4
O=C1C=CN(C(=O)Oc2ccccc2)CC1,1,4,2,1,-3,6,0,-2,1,5
O=C(O)Cn1c(SC2CCCCC2)nc2ccccc21,1,3,5,4,0,-4,5,-3,-1,-3
O=C(Cn1cc2c(n1)CCCCC2)NC1CCCCCC1,3,7,-2,-3,-1,2,0,-6,7,-3
CN(C(=O)COC(=O)c1ccccc1SCC(=O)NC1CCCCCCC1)C1CCS(=O)(=O)C1 (stereo not given),10,4,5,1,-2,17,5,-2,-2,7
COc1ccc(C(=O)NC(CC(=O)O)c2cc([N+](=O)[O-])ccc2Cl)c(SC)c1 (stereo not given),-3,0,-2,-7,11,0,0,-4,2,-5
Cn1c(SCC(=O)NCc2ccc3c(c2)OCO3)nnc1C1COc2ccccc2O1 (stereo not given),-2,0,2,-2,8,1,-5,0,-6,-1
Cc1ccc(NC(=O)COC(=O)Cn2ccc(=O)[nH]c2=O)cc1C,5,0,-1,1,4,8,2,-1,-2,-2
CN(C)c1c(N)[nH]c2c(c1=O)c(=O)n(C)c(=O)n2C,-2,7,3,0,-3,0,3,-1,6,4
COc1ccc(CNC(=O)[C@H](C)NC(=O)[C@@H]2Cc3ccccc3CN2)cc1,-9,-5,3,5,-1,6,-10,-1,1,1
CC1CCCN(CCCN2C(=O)C3C(C(=O)Nc4cccc(Cl)c4)C4C=CC3(O4)C2C(=O)NC2CCCCC2)C1 (stereo not given),5,-4,1,7,4,-7,1,2,-5,-2
O=C(CN(Cc1ccco1)C(=O)CNS(=O)(=O)c1ccccc1)NC1CCCCC1,8,-2,-4,-1,-4,2,5,-3,0,-11
Cn1c(=O)[nH]c(=O)c2c1nc(N1CCCCC1)n2CCSc1ncccn1,5,-3,-2,1,2,1,1,-1,-4,-5
COc1ccc(-c2c3c(=O)n(C)c(=O)n(C)c3cn2NC(C)=O)cc1,1,2,1,-2,2,1,1,-1,0,-2
COc1ccc(N2CCN(c3ncnc4nc[nH]c34)CC2)cc1,3,-3,-2,2,-1,6,-3,-1,-3,-3
CNc1cc(=O)n(C)c(=O)n1-c1ccccc1,1,3,-2,6,-1,-2,-2,-5,5,-1
OCCN1CCN(C(=S)Nc2ccccc2)CC1,3,-3,1,3,2,2,-3,3,4,-3
O=[N+]([O-])c1ccc(S(=O)(=O)NCC(c2cccnc2)N2CCc3ccccc32)cc1 (stereo not given),5,-7,0,10,4,4,11,-2,-2,4
CC1CN(C(=O)c2ccn(C)n2)CC(C)O1 (stereo not given),2,3,-2,6,0,3,0,-3,0,-1
O=C(NCCCN1CCCCC1)c1ccc2c(=O)n(CCc3ccccc3)c(=O)[nH]c2c1,5,1,-3,-10,9,-6,-14,-4,-1,0
Cc1ccc2c(C)c(C(=O)Nc3cccnc3)oc2c1C,-1,-6,0,-12,-4,-11,0,1,-9,-1
CC(=O)c1cccc(NC(=O)COc2ccc3oc(=O)cc(C)c3c2)c1,10,-4,-1,-3,5,-5,2,2,-2,1
CC(OC(=O)Cc1c[nH]c2ccccc12)C(=O)NC1(C#N)CCCCC1 (stereo not given),-4,2,0,0,-4,3,-1,3,4,2
COc1ccc(C(=O)Nc2cc(Cl)c(Br)cc2C(=O)O)cc1,x,0,0,x,x,-29,-42,-2,-6,-1

# Record cards, from the list above:
# N#Cc1ccc(-c2cn(-c3ccccc3)c3[n+]2CCCS3)cc1 is listed as TCR CD3 inh = 9; GC-A act = 3; UHRF1 binding = 1; HTRA1 inh = 8; rCAG binder = -2; SIAE primary = 1; mABHD4 FP = 0; PRMT1 FP inh = -2; NPR2 activator = 8; MBD2 inh = -2
# O=C(Cn1cc2c(n1)CCCCC2)NC1CCCCCC1 is listed as TCR CD3 inh = 3; GC-A act = 7; UHRF1 binding = -2; HTRA1 inh = -3; rCAG binder = -1; SIAE primary = 2; mABHD4 FP = 0; PRMT1 FP inh = -6; NPR2 activator = 7; MBD2 inh = -3
# CNc1cc(=O)n(C)c(=O)n1-c1ccccc1 is listed as TCR CD3 inh = 1; GC-A act = 3; UHRF1 binding = -2; HTRA1 inh = 6; rCAG binder = -1; SIAE primary = -2; mABHD4 FP = -2; PRMT1 FP inh = -5; NPR2 activator = 5; MBD2 inh = -1

# (continued)
SMILES,TCR CD3 inh,GC-A act,UHRF1 binding,HTRA1 inh,rCAG binder,SIAE primary,mABHD4 FP,PRMT1 FP inh,NPR2 activator,MBD2 inh
Cc1nc2cc(N)ccc2n1C1CCCCC1,5,2,1,8,0,7,11,5,1,-1
O=c1[nH]c(SCc2c(Cl)cccc2Cl)nc2ccccc12,1,-10,1,-7,2,-10,3,-3,-2,-2
COc1ccc(Cn2nnnc2CN(Cc2cc3cccc(C)c3[nH]c2=O)C2CCCC2)cc1,1,-5,0,-12,-1,-11,1,2,-3,2
O=C(Cn1nc(-c2cccc([N+](=O)[O-])c2)c2ccccc2c1=O)NCC1CCCO1 (stereo not given),10,5,0,1,1,2,-1,-4,-10,-6
O=C(NCC(c1ccco1)N1CCc2ccccc2C1)C(=O)Nc1cc(F)ccc1F (stereo not given),2,-1,4,-19,1,-8,-23,-1,1,3
Cc1ccc(SCC(=O)N2CCN(c3ccccn3)CC2)cc1,-2,1,1,4,-9,4,-4,0,-2,4
Cc1cccc(C(=O)N(Cc2cccs2)C2CCS(=O)(=O)C2)c1 (stereo not given),6,-8,16,-3,-1,-1,-1,1,-6,-2
Cc1ccccc1S(=O)(=O)NC1OC(=O)C(Oc2ccccc2)=C1Br (stereo not given),-1,-1,-1,6,-1,-11,5,5,1,-3
O=C(Nc1cccc(NC(=O)c2ccco2)c1)c1cnccn1,-5,-7,4,7,3,-1,-5,8,0,11
CCCCC(OC(=O)CN1C(=O)COc2ccccc21)C(=O)NC1CCCCC1 (stereo not given),-7,-4,3,-3,-6,5,4,2,3,-3
Clc1ccc2c(NCc3ccccn3)ncnc2c1,5,4,-1,-6,3,-1,1,-1,-1,-3
Cc1cc(OCCCC(=O)NCCc2nnc3ccccn23)ccc1Cl,13,4,9,4,0,2,3,0,6,3
COc1cccc(CN2CCC(C(=O)N3CCN(Cc4ccc5c(c4)OCO5)CC3)CC2)c1OC,-10,-1,1,-4,-10,5,10,1,0,3
CC(C)CCn1nnnc1CN1CCN(C(c2ccccc2)c2ccccc2)CC1,-2,-2,-1,-26,-5,6,0,-1,-2,-7
OCCCC1CCCCN1Cc1nc(Cc2ccccc2Cl)no1 (stereo not given),-8,-1,-2,-2,-8,-3,1,2,-1,-5
CC(C)n1c(O)c(N=NC(=O)CNC(=O)Cc2ccc(Cl)cc2)c2ccccc21,6,4,-2,-15,-2,1,1,-5,5,0
Cc1csc(NC(=O)c2cccc(C)c2C)n1,2,0,-1,-3,1,2,1,-1,-2,2

# Source: PubChem BioAssay
